Fam108B counter: Fam108B inhibition, counter-screen for RBBP9 inhibitors; recombinant Fam108B, FP-Rh probe fluorescence polarization; inhibition, % at 9.51 µM; AID 1947; 0.33% of 300,000 active;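 active = inhibition above the screen mean inhibition plus 3 SD, computed separately per campaign, cut at about 18% in these data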;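 note: inhibitors lower polarization as less probe binds the enzyme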
PAFAH1B2 FP inh: PAFAH1B2 (human) inhibition. inhibition, % at 3.39 µM. recombinant PAFAH1B2, FP-rhodamine activity probe, fluorescence polarization. 1.2% of 340,000 active. AID 492953;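 active = inhibition above the mean of all tested compounds plus 3 SD, cut at about 24% in these data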;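 note: 0% = enzyme with DMSO and 100% = wells lacking PAFAH1B2; many of its hits are not listed in these tables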
MCL1-BIM inh: MCL1-BIM-BH3 interaction inhibition (human); Q07820; GST-MCL1 / FITC-Bim-BH3 fluorescence polarization; inhibition, % at 10.9 µM; 0.68% of 320,000 active; AID 2057;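 active = inhibition above the mean inhibition of all tested compounds plus 3 SD, set per campaign, cut at about 40% in these data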;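 note: 0% = DMSO wells and 100% = unlabeled Bim-BH3 peptide control; higher means more loss of mP so more displacement of Bim peptide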
pPAFAH FP inh: inhibitors of human plasma PAF acetylhydrolase (pPAFAH); 1.5% of 330,000 active; inhibition, % at 3.39 µM; recombinant pPAFAH, FP-rhodamine probe fluorescence polarization;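 active = inhibition above the mean inhibition across the screen plus 3 SD, cut at about 25% in these data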;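 note: inhibitors block binding of the rhodamine activity-based probe so polarization drops; 0% = enzyme with DMSO and 100% = wells lacking pPAFAH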
BCLXL inh: blocks human Bcl-xL binding to Bim BH3 peptide; Q07817; GST-Bcl-xL / FITC-Bim BH3 peptide fluorescence polarization; inhibition, % at 10.9 µM; 0.7% of 320,000 active; AID 2129;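 active = inhibition above the mean of all tested compounds plus 3 SD, cutoff set per campaign, cut at about 30% in these data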;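 note: 0% = DMSO wells and 100% = unlabeled Bim-BH3 peptide competitor; inhibitors lower millipolarization by displacing the labeled peptide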
PME-1 primary: PME-1 (human) inhibition | recombinant PME-1, FP-Rh probe fluorescence polarization | 0.53% of 320,000 active | Q9Y570 | inhibition, % at 5.9 µM;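 active = inhibition above the campaign mean of all compounds plus 3 SD, cut at about 26% in these data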;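 note: competitive labeling of PME-1 active site by serine hydrolase directed probe; 0% = PME-1 with DMSO and 100% = wells lacking PME-1 enzyme; inhibitors block probe labeling so polarization falls and inhibition rises; many of its hits are not listed in these tables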
GLD-1 RNA inh: GLD-1-TGE RNA interaction inhibition (C. elegans). Q17339. purified GLD-1 + fluorescein TGE RNA, fluorescence polarization. inhibition, % at 5.96 µM. 0.44% of 320,000 active;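 active = percent inhibition above a per-plate cutoff, the plate mean of test compounds plus 3 SD, cut at about 30% in these data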;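 note: 0% = DMSO wells with GLD-1 and probe and 100% = wells lacking GLD-1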
AHR activator: human AHR activation; P35869; activation, % at 5 µM; AID 2796; 2.5% of 320,000 active; AHR-responsive luciferase reporter cells, luminescence; in the data active = activation above about 47%;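 note: 0% = vehicle wells and 100% = reference agonist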
Target sequence (P35869 whole entry, looked up): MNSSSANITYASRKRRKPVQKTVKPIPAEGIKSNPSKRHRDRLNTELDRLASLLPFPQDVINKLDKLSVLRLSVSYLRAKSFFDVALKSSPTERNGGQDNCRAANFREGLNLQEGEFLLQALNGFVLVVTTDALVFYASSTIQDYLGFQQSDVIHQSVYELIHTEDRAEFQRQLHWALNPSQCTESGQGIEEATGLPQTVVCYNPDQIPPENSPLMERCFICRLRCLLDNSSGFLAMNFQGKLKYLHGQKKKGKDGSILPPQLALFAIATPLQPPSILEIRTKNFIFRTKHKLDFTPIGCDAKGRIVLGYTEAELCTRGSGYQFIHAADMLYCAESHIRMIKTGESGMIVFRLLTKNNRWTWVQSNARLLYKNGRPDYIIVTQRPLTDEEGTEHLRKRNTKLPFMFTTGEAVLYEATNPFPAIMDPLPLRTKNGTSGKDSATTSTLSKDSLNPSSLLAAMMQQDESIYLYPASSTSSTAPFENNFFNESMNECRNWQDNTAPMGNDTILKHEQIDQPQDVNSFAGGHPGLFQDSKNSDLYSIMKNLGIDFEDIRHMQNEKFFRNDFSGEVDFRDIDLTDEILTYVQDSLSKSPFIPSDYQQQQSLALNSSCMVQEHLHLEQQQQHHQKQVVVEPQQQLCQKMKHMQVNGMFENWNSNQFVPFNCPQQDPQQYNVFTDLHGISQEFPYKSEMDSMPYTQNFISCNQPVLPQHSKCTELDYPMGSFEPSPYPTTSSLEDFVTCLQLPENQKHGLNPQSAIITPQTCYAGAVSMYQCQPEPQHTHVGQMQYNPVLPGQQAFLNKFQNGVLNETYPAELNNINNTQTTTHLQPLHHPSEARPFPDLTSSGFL
MEX-5 binding: C. elegans MEX-5 TCR-2 RNA binding activity; 0.38% of 300,000 active; MEX-5/FITC-TCR2 RNA binding, fluorescence polarization; hits give low values; activity score (negative = inhibition of binding), % at 10 µM; Q9XUB2;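 active = inhibition past about -25% in most replicates, and total fluorescence under double the plate's negative control median, limit read from the data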;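 note: 0% = DMSO and -100% = 5 µM competing unlabeled TCR2 RNA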
Numbers without * were called inactive; . = not tested or not shown; & = joins results of further samples.

Fields – Fam108B counter	PAFAH1B2 FP inh	MCL1-BIM inh	pPAFAH FP inh	BCLXL inh	PME-1 primary	GLD-1 RNA inh	AHR activator	MEX-5 binding
1. CCCCCCCCO
  .	0.9	-0.2	1.4	3.7	-2.0	1.6	-1.0	.
2. COc1ccccc1OCC(O)COC(N)=O (centres undefined)
  0.7	0.6	-1.7	2.4	6.6	-1.0	-1.6	-1.3	0.1
3. CC(C)(CO)[C@@H](O)C(=O)NCCC(=O)O
  0.1	7.8	4.7	0.7	8.8	-5.5	2.4	-1.0	.
4. CCCn1ncc(CN2CCCC(C(=O)c3cccc(OC(C)C)c3)C2)c1C (centres undefined)
  -0.2	1.2	2.5	2.4	7.2	-3.3	0.6	3.4	1.1
5. Cc1cc(C)nc(/N=C(\N)Nc2ccc(S(N)(=O)=O)cc2)n1
  -1.9	7.8	-0.9	2.9	2.5	1.9	-6.1	5.1	1.5
6. N=C(N=C(N)N)N1CCOCC1
  -5.8	0.8	2.4	2.5	0.3	-1.8	2.7	-3.7	1.9
7. CC(=O)O[C@]1(C(C)=O)CC[C@H]2[C@@H]3C=C(Cl)C4=CC(=O)[C@@H]5C[C@@H]5[C@]4(C)[C@H]3CC[C@@]21C
  -6.2	0.9&2.4	3.0&-2.2	2.6&-1.1	6.0&5.7	-0.7&-0.5	3.5&4.6	-2.0&-2.8	0.8
8. Cc1coc2c1C(=O)C(=O)c1c-2ccc2c1CCCC2(C)C
  7.5	27.3*	22.0	56.0*	8.2	7.9	8.1	6.9	0.0
9. CC1(C)OC2CC3C4CC(F)C5=CC(=O)C=CC5(C)C4(F)C(O)CC3(C)C2(C(=O)CO)O1 (centres undefined)
  4.2	4.8	52.9*	2.1	56.9*	-4.1	12.3	9.9	0.4
10. CN1CCC(=C2c3ccccc3CCc3sccc32)CC1
  1.0	-2.9	4.8	3.4&3.2	2.9	-1.5	8.4&4.4	-1.0&0.2	-1.7
11. CN(C)C/C=C(/c1ccc(Br)cc1)c1cccnc1
  0.0	3.2	-0.1	5.0	1.9	-7.7	0.3	-1.4	2.8
12. CCOc1ccc(S(=O)(=O)N2CCCCCC2)c2ccccc12
  -4.8	0.5	-2.1	4.4	-0.3	-3.0	7.6	4.1	0.4
13. CC(C)Cn1cnc2c1c(=O)n(C)c(=O)n2C
  -3.3	1.4	-0.7	-1.0	0.9	-1.3	4.2	-1.0	0.3
14. COc1c(O)cc2c(c1O)C1OC(CO)C(O)C(O)C1OC2=O (centres undefined)
  1.5	-4.8	14.8	1.4	7.8	2.5	7.0	-2.2	.
15. CC(=O)N1C[C@H](O)C[C@H]1C(=O)O
  1.6	2.9	2.9	2.4	4.2	-2.5	3.4	-1.1	.

One compound at a time, from the list above.
N=C(N=C(N)N)N1CCOCC1 is listed with Fam108B counter = -5.8; PAFAH1B2 FP inh = 0.8; MCL1-BIM inh = 2.4; pPAFAH FP inh = 2.5; BCLXL inh = 0.3; PME-1 primary = -1.8; GLD-1 RNA inh = 2.7; AHR activator = -3.7; MEX-5 binding = 1.9
CC(C)Cn1cnc2c1c(=O)n(C)c(=O)n2C is listed with Fam108B counter = -3.3; PAFAH1B2 FP inh = 1.4; MCL1-BIM inh = -0.7; pPAFAH FP inh = -1.0; BCLXL inh = 0.9; PME-1 primary = -1.3; GLD-1 RNA inh = 4.2; AHR activator = -1.0; MEX-5 binding = 0.3

Back to the main list with the six entries that preceded the break.
Fields – Fam108B counter	PAFAH1B2 FP inh	MCL1-BIM inh	pPAFAH FP inh	BCLXL inh	PME-1 primary	GLD-1 RNA inh	AHR activator	MEX-5 binding
10. CN1CCC(=C2c3ccccc3CCc3sccc32)CC1
  1.0	-2.9	4.8	3.4&3.2	2.9	-1.5	8.4&4.4	-1.0&0.2	-1.7
11. CN(C)C/C=C(/c1ccc(Br)cc1)c1cccnc1
  0.0	3.2	-0.1	5.0	1.9	-7.7	0.3	-1.4	2.8
12. CCOc1ccc(S(=O)(=O)N2CCCCCC2)c2ccccc12
  -4.8	0.5	-2.1	4.4	-0.3	-3.0	7.6	4.1	0.4
13. CC(C)Cn1cnc2c1c(=O)n(C)c(=O)n2C
  -3.3	1.4	-0.7	-1.0	0.9	-1.3	4.2	-1.0	0.3
14. COc1c(O)cc2c(c1O)C1OC(CO)C(O)C(O)C1OC2=O (centres undefined)
  1.5	-4.8	14.8	1.4	7.8	2.5	7.0	-2.2	.
15. CC(=O)N1C[C@H](O)C[C@H]1C(=O)O
  1.6	2.9	2.9	2.4	4.2	-2.5	3.4	-1.1	.
16. C/C=C/C=N\NC(=O)c1ccncc1
  -1.8	-3.5	2.7	-6.1	-3.1	0.7	4.7	7.2	-1.2
17. Nc1ccc(C(=O)Nc2ccccc2N)cc1
  -0.8	-3.8	9.7	2.2	6.0	5.5	-4.8	4.7	3.0
18. CC(=O)[C@H]1CC[C@H]2[C@@H]3C[C@H](C)C4=CC(=O)CC[C@]4(C)[C@H]3[C@@H](O)C[C@]12C
  0.9	-6.1	6.9	6.3	3.2	2.7	6.3	3.5	-2.4
19. Nc1cc(-c2ccncc2)c[nH]c1=O
  -3.1	-4.8	15.4	1.8	18.5	-5.7	13.9	-0.8	-0.3
20. CC(Oc1c(Cl)cccc1Cl)C1=NCCN1 (centres undefined)
  0.6	.	0.9	-2.2	1.9	-1.0	9.8	0.3	-0.8
21. C[C@H](CCC(=O)O)[C@H]1CC[C@H]2[C@@H]3[C@@H](O)C[C@@H]4C[C@H](O)CC[C@]4(C)[C@H]3CC[C@]12C
  9.4	6.0	3.5	-3.4	5.0	3.4	4.0	-1.0	-3.1
22. O=C(O)[C@@H]1[C@H]2C[C@H]3c4[nH]c5ccccc5c4CCN3C[C@@H]2CC[C@@H]1O
  -6.6	17.2	18.2	7.8	15.5	-7.2	10.4	2.7	.
23. COc1nc(C)nc(Cl)c1NC1=NCCN1
  -0.6	4.1&-6.5	6.7	1.7&-1.0	0.8	-1.2	2.3&3.9	-1.1&-3.0	0.1
24. CC(C)=CC(=O)O[C@@H]1Cc2cc3ccc(=O)oc3cc2OC1(C)C
  .	4.3	-8.7	-2.4	-2.2	1.4	1.4	-1.1	.
25. O=C1NCC2(CCN(CCc3ccccc3)CC2)O1
  -3.6	2.2	-2.4	-5.0	-1.0	-11.1	5.0	-0.3	1.5
26. CCCOc1ccccc1-c1nc2n[nH]nc2c(=O)[nH]1
  -0.6	0.8	5.0	-3.4	8.5	-2.3	2.9	1.6	-0.7
27. NS(=O)(=O)c1cc2c(cc1C(F)(F)F)NC(Cc1ccccc1)NS2(=O)=O (centres undefined)
  -1.8	3.5	2.8	1.9	4.9	4.0	5.2	-2.5	2.0
28. O=C(O)COC(=O)Cc1ccccc1Nc1c(Cl)cccc1Cl
  -0.6	19.3	4.8	1.8	-0.3	5.5	5.2	-0.5	3.5
29. Cc1nc2c3ccccc3nc(NNC(=O)CCC(=O)N3CCN(c4ccccc4)CC3)n2n1
  0.0	-6.7	-0.7	4.8	2.3	3.9	-2.7	-0.5	-7.3
30. Cc1nnc(NS(=O)(=O)c2ccc(N)cc2)s1
  1.1	4.0	1.0	0.6	4.2	-2.4	1.3	-2.1	-5.3
31. CC1(C)O[C@H]2CC(=O)OCC23[C@H]2CC[C@@]4(C)[C@H](c5ccoc5)OC(=O)[C@H]5O[C@]54[C@]2(C)C(=O)C[C@@H]13 (some centres undefined)
  2.6	-4.1	-1.1	1.1	-0.2	-1.3	-1.6	-0.1	-0.8
32. CCC[C@H](N[C@@H](C)C(=O)N1[C@H](C(=O)O)C[C@@H]2CCCC[C@@H]21)C(=O)OCC
  2.6	1.3	2.6	-1.1	4.2	5.1	-5.7	2.2	.

Screening results: PubChem BioAssay, several laboratories

Some of the compounds tested (hit frequency here may not be typical).
